Abeta rescue: restores growth of yeast expressing A-beta42 peptide. yeast expressing A-beta42, growth rescue, OD600, 48 h; response scale: 0% DMSO, 100% iron-clioquinol control. Potency, µM (doses to about 46.1 µM), for inactives: at the highest dose growth rescue, most hits filed as activators. hit rate 0.063% among 410,000; also: potency is read from the fitted curve at half-maximal effect; nearly all actives have a fitted effect of over 55% in size
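Yeast A-beta toxicity model in growth medium with pinned compounds, 48 h at 30 C; growth read as absorbance at 600 nm. Normalized to FeCl3/clioquinol equimolar mix (positive) and DMSO (negative).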
FUS suppressor: suppressors of FUS proteinopathy in yeast; S. cerevisiae FUS-expressing, growth rescue, OD600, 24 h; Potency, µM (top dose mostly 76.6 µM), for the others: at the highest dose growth rescue (activation), actives largely listed as activators; hit rate 0.24% among 390,000;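 also: potency is read from the fitted curve at half-maximal effect; plate controls were DMSO vehicle for no effect and reference control for full effect; nearly all actives have a fitted effect of over 55% in size; some results filed as inactive show a strong effect at the top dose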
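Galactose (2%) drives FUS expression in yeast precultured in raffinose; seeding density OD 0.005. Test compounds incubated 24hr at 30C and 99% humidity before absorbance at 600 nm was measured.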
PTHR1 ag: agonists of human PTHR1 parathyroid hormone receptor | Q03431 | Potency, µM (titrated, usually from 115 µM), inactives show top-dose activation, hits mostly activators | hit rate 0.075% among 410,000 | HEK293 GP2 PTHR1 cells, GloSensor cAMP luminescence, 1 h | AID 743266; also: potency is read from the fitted curve at half-maximal effect; nearly all actives have a fitted effect of over 55% in size; some results filed as inactive show a strong effect at the top dose; inactives centre near -15; many of its hits are not listed in these tables
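HEK-293-derived GP2 cells expressing PTHR1 and a GloSensor cAMP reporter, 3,000/well, plated overnight, given luciferin plus IBMX (each 0.5 mM as added) for 1 h at 37 °C, then compound for 1 h at 37 °C. Luminescence was read after 15 min at room temperature.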
GLP1R inv ag: acts as inverse agonist at human GLP-1 receptor. AID 624417. P43220. Potency, µM (doses to about 38.3 µM), for the others: top-dose activity change, negative = inhibition, hits mostly inhibitors. HEK293 GLP-1R CRE-luciferase, luminescence, 24 h; GLP-1R form is constitutively active. hit rate 1.6% among 410,000; also: potency is read from the fitted curve at half-maximal effect; % is scaled to controls: 0 for no effect and ±100 for the full control effect; nearly all actives have a fitted effect of over 55% in size
Target sequence (P43220 whole entry, looked up): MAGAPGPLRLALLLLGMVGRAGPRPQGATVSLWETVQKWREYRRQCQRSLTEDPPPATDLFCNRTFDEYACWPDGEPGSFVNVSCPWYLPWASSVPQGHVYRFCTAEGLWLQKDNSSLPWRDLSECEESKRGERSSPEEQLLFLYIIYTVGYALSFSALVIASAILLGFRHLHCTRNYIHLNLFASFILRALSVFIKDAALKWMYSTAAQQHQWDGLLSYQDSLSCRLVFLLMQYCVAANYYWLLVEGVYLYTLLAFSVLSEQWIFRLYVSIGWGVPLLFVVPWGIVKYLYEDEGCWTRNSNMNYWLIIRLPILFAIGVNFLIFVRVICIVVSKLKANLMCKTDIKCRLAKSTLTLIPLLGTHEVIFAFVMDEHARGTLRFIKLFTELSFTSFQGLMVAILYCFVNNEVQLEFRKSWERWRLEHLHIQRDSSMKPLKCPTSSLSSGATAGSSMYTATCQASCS
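Inverse agonism was detected as reduced cAMP-driven luciferase luminescence after 24 h compound treatment. The cells were HEK293 clones expressing constitutively active human GLP-1R with the reporter. Reporter-only and GPR119 cell lines served as counterscreen controls.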
aSyn yeast inh: alpha-synuclein toxicity inhibition in yeast; hit rate 0.14% among 370,000; Potency, µM (titrated, usually from 46.1 µM), for inactives: at the highest dose growth rescue (activation), most hits filed as activators; Yeast expressing alpha-synuclein, growth rescue, BacTiter-Glo, 24 h; also: potency is read from the fitted curve at half-maximal effect; % of control where 0% means no effect; nearly all actives have a fitted effect of over 65% in size
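Rescue of yeast growth: cells expressing toxic alpha-synuclein, induced in galactose at OD600 0.02, incubated with compound 24 h at 30 C. ATP luminescence quantified growth; inhibitors of toxicity appear as activators.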
DRD3 antagonist: blocks the human D3 dopamine receptor | max response, negative = inhibition, % | D3R cells, DiscoveRx beta-arrestin luminescence, antagonist mode; stronger effect = lower value | hit rate 2.5% among 360,000 | P35462; in the data active = max response below about -50%; inconclusive = no clear call, values can overlap the other calls; also: % is scaled to controls: 0 for no effect and ±100 for the full control effect; mostly tested at two doses, the higher about 12 µM
Target sequence (P35462 whole entry, looked up): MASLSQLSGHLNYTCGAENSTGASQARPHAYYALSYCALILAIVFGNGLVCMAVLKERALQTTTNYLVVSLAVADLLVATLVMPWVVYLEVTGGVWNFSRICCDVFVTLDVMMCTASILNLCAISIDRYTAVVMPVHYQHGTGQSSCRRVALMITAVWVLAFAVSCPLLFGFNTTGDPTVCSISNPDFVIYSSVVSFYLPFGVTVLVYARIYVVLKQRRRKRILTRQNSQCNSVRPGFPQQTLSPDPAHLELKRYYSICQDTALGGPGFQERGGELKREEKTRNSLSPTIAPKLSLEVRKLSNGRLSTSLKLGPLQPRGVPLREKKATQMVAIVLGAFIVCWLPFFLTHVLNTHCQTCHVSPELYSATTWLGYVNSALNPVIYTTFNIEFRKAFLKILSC
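Cells expressing the human receptor were seeded at 1500 cells/well, incubated overnight at 37 degrees C in 5% CO2, then exposed to library compounds with dopamine controls for 90 minutes at 37 degrees C before luminescent detection.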
TDP43 rescue: rescues yeast growth from TDP-43 toxicity. TDP-43 expressing yeast growth rescue, BacTiter-Glo, 24 h. hit rate 1.8% among 410,000. Potency, µM (series often up to 46.1 µM), inactives show top-dose growth rescue (activation), usual class: activators; also: potency is read from the fitted curve at half-maximal effect; % of control where 0% means no effect; nearly all actives have a fitted effect of over 50% in size
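Readout is BacTiter-Glo luminescence of cell growth, so inhibitors register as activators. TDP-43-expressing yeast at OD600=0.02 in galactose medium, after raffinose pregrowth to mid-log, were incubated with compound for 24 hr at 30 deg C.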
GLP-1R agonist: agonists of human GLP-1 receptor; P43220; HEK293 GLP-1R CRE-luciferase, luminescence, 4-6 h; cells express a hypersensitive GLP-1R form; Potency, µM (series often up to 45.6 µM), for inactives: top-dose activation, actives largely listed as activators; hit rate 0.007% among 380,000; also: potency is read from the fitted curve at half-maximal effect; % of control where 0% means no effect
Akt phos inh: blocks phosphorylation of Akt; Neuro2A IGF-stimulated pAkt S473 HTRF, 20 min; stronger effect = lower value; activity change, % for hits at 50 µM; hit rate 0.32% among 360,000; AID 651550; in the data active = activity change below about -80%; inconclusive = mostly about -51% to -80%; also: % is scaled to controls: 0 for no effect and ±100 for the full control effect
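Neuro2A cells in DMEM with 0.5% FBS, overnight at 37 deg C, given compound at single 50 µM final, then IGF (6 nM final) for 20 min at 37 deg C. Lysed; phospho-Akt Ser473 by HTRF after 24 h, 665/615 ratio.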
Numbers without * were called inactive; i = inactive; ? = inconclusive; · = not tested or not shown; & = joins results of further samples; [ ] = dose if it differs, or a comment. Unless noted, calls follow the shape of the dose curve; as a rule, active = well fitted curve in the direction sought with a large enough effect; inconclusive = small, poorly fitted or top-dose-only effect, or another doubt; inactive = no such curve, though single readings can be large; an effect the other way counts as inactive or inconclusive.

Second line of a record – Abeta rescue	FUS suppressor	PTHR1 ag	GLP1R inv ag	aSyn yeast inh	DRD3 antagonist	TDP43 rescue	GLP-1R agonist	Akt phos inh
> CC(C)CCSc1nc2ccccc2[nH]1
→ -16%	-35%	-37%	-23%	-10%	10	10%	10%	i
> CC1C(=O)Nc2ccccc2N1C(=O)c1ccc(F)cc1F (configuration not stated)
→ -11%	17%	-11%	3%	-1%	-17	24%	-4%	i
> Cc1cc(C)cc(OCC(=O)N(C)CC(=O)Nc2ccc(N3CCOCC3)cc2)c1
→ 11%	5%	-21%	2%	-1%	-9	8%	11%	i
> COc1ccc(C(=O)c2cn(Cc3ccc(F)cc3)c3ccc(C)cc3c2=O)cc1
→ 6%	35%	-71%[inhibitor]	?	·	·	?	·	·
> Cc1ccc(S(=O)(=O)N2CCC(C(=O)NCc3ccccc3CN3CCCC3)CC2)cc1C
→ 5%	·	i	4.5µM*	1%	-21	5%	0%	i
> CCCCC(=O)c1ccc(OC(=O)c2ccc([N+](=O)[O-])cc2)cc1
→ -10%	15%	-15%	4%	-14%	-20	-21%	6%	i
> Cc1ccc(N(CC(O)Cn2nc(C)cc2C)S(=O)(=O)c2ccc3ccccc3c2)cc1 (configuration not stated)
→ 3%	·	-22%	?	-6%	4	22%	0%	i
> O=C(Nc1ccc(F)cc1)c1csc(Cc2ccccc2)n1
→ -12%	9%	i	-10%	0%	6	5%	4%	i
> CC(=O)Nc1ccc(S(=O)(=O)N2CCN(c3cccc(C)c3C)CC2)cc1
→ -4%	-3%	-30%	?	8%	26	4%	6%	i
> COc1ccc(NC(=O)CSc2sc3c(O)cc(=O)[nH]c3c2C#N)c(OC)c1
→ -18%	-1%	-2%	29%	0%	-1	2%	-3%	i
> CC(C)c1ccc(S(=O)(=O)N2CCN(C(C)C(=O)NC3CCCC3)CC2)cc1 (configuration not stated)
→ -20%	17%	-13%	?	-2%	-1	-8%	4%	i
> O=C(NCc1ccccc1)c1ccc2nc(CCc3ccccc3)oc2c1
→ ?	1%	?	-21%	·	·	14%	·	·
> Cn1c2c(c(=O)n(C)c1=O)C(c1cc(Br)ccc1F)CC(=O)N2 (configuration not stated)
→ -3%	-8%	-18%	4%	·	·	12%	12%	·
> Cc1ccc(N2CCN(c3ccc(C)cc3)C2c2ccccn2)cc1
→ -14%	-3%	i	5%	15%	-25	-3%	14%	i
> CCCCCn1c(=O)[nH]c2cc(C(=O)N3CCN(c4ccccc4F)CC3)ccc2c1=O
→ -12%&-9%	17%&-12%	-17%&-13%	?	-2%	-19	-22%&19%	1%&0%	i
> CN(C)N(Cc1ccccc1)C(=O)C(O)(c1ccccc1)c1ccccc1
→ -9%	23%	i	13µM*	-7%	2	11%	-1%	i
> CC(C)N1C(=O)/C(=C/c2nc3ccccc3c(=O)n2-c2ccccc2)c2ccccc21
→ -4%	·	-39%[inhibitor]	0%	19%	8	17%	-7%	i
> COc1ccc2c(c1)CC(C(=O)Nc1cccc(C)c1C)CO2 (configuration not stated)
→ -10%	3%	-42%[inhibitor]	1%	·	·	0%[9.22 µM]	·	·
> COCC1CCN(C(=O)c2ccc3nc(Cc4cccc(Cl)c4)oc3c2)CC1
→ 6%	?	-31%[inhibitor]	?	-4%	-9	30%	16%	i
> CCOc1ccc(/C=N/NC(=O)c2cc3c(OC)cccc3[nH]2)cc1
→ 2%	17%	-1%	?	-4%	-12	-12%	1%	i

The final two entries of the part before are carried over, then new ones follow.
Second line of a record – Abeta rescue	FUS suppressor	PTHR1 ag	GLP1R inv ag	aSyn yeast inh	DRD3 antagonist	TDP43 rescue	GLP-1R agonist	Akt phos inh
> COCC1CCN(C(=O)c2ccc3nc(Cc4cccc(Cl)c4)oc3c2)CC1
→ 6%	?	-31%[inhibitor]	?	-4%	-9	30%	16%	i
> CCOc1ccc(/C=N/NC(=O)c2cc3c(OC)cccc3[nH]2)cc1
→ 2%	17%	-1%	?	-4%	-12	-12%	1%	i
> O=C1C=C(OCCF)CC(c2cccc(Cl)c2)O1 (configuration not stated)
→ -2%	13%	-2%	24%	0%	17	21%	·	i
> Cc1nc2ccccc2c2oc(C(=O)N3CCN(C4CCCCC4)CC3)cc12
→ -26%	0%	-7%	8%	16%	6	-13%	-5%	i
> CCOC(=O)C1CCN(C(=O)CN(Cc2ccc(Cl)cc2)S(C)(=O)=O)CC1
→ 27%	?	i	0%	1%	-56*	15%	1%	i
> COc1cc(-c2cc3n(C)c(C)c(CCC(=O)Nc4ccc(F)cc4)c(=O)n3n2)cc(OC)c1OC
→ 10%	-26%	-5%	5%	·	·	14%	·	·
> O=C(COC(=O)c1c(Cl)ccc(Cl)c1Cl)NCC1CCCO1 (configuration not stated)
→ 6%	18%	i	13%	11%	12	?	22%	i
> O=C(CNC(=O)c1ccccc1)NCC(=O)OCc1ccc(Cl)cc1
→ -4%	9%	i	4%	6%	16	4%	-7%	i
> CCOc1cc(NC(=S)NCCCN2CCOCC2)c(OCC)cc1NC(=O)c1ccco1
→ -5%	3%	i	22%	0%	-10	5%	7%	i
> CC(Sc1nc(-c2ccc(F)cc2)cs1)C(=O)N1c2ccccc2CC1C (configuration not stated)
→ -3%	29%	-84%[inhibitor]	?	-5%	8	-18%	5%	i
> N#Cc1cc2c(nc1SCc1cccnc1)CCCC2
→ -1%	-8%	i	-19%	6%	21	19%	20%	i
> CN1CCN(S(=O)(=O)c2ccc(Cc3ccc(S(=O)(=O)N4CCN(C)CC4)cc3)cc2)CC1
→ 4%	20%	i	5.6µM*	-1%	2	0%	-9%	i
> O=C(CN1C(=O)COc2ccccc21)N1CCc2ccccc2C1
→ 9%	-21%	-2%	-17%	1%	-18	14%	26%	i
> COc1ccc(NC(=O)C2CCCN2S(=O)(=O)c2ccc3c(c2)CC(C)N3C(C)=O)cc1OC (configuration not stated)
→ 5%	1%	i	64%[activator]	4%	2	3%	3%	i
> COc1ccc(NC(=S)NCCSc2ccc(Cl)cc2)c(OC)c1
→ 18%	32%	-87%[inhibitor]	?	-1%	2	?	2%	i
> CC(C)C1C(=O)N(Cc2cn(CCC3OCCO3)nn2)CCS(=O)(=O)N1Cc1ccc(-c2ccccc2Cl)cc1 (configuration not stated)
→ 4%	?	-11%	?	?	10	35µM*	1%	i
> O=C(c1ccccc1)c1coc2c1C(=O)c1ccccc1C2=O
→ -22%	-5%	-29%	25%	-28%	-13	?	0%	i
> CCCc1c(C(=O)N/N=C/c2ccc(OC)c(OCc3ccccc3)c2)nnn1-c1nonc1N
→ 14%	-14%	-37%[inhibitor]	-16%	-6%	-15	12%	2%	i
> COc1ccccc1NC(=O)CSc1ccc2nnc(-c3ccc(C)cc3)n2n1
→ -17%	?	-4%	28%	-11%	-9	11%	9%	i
> COCCn1c(=O)[nH]c2cc(C(=O)N3CCN(c4cccc(Cl)c4)CC3)ccc2c1=O
→ 5%	23%	-19%	?	-5%	30	9%	-1%	i
> CC1CCN(CCc2nc3cc(NC(=O)COc4ccc([N+](=O)[O-])cc4)ccc3n2C)CC1
→ 4%	19%	-21%	-19%	3%	?	-8%	6%	i
> COc1ccc(NC(=O)CSc2nc(C)c3c(c2C#N)CCCC3)cc1
→ 3%	15%	-6%[57.5 µM]	6%	-12%	-12	19%	2%	i
> CCOC(=O)c1c(C)n(C)c2ccc(OCC(O)Cn3nc(C)c(Br)c3C)cc12 (configuration not stated)
→ 4%	?	-24%	-1%	19%	27	16µM*	6%	i
> O=C(CCCSc1nnc(Nc2ccccc2F)s1)N1CCOCC1
→ -2%	20%	i	0%	-7%	-19	-16%	3%	i
> CSc1cccc(Nc2nc3c(S(=O)(=O)c4ccccc4)nnn3c3ccc(Cl)cc23)c1
→ -19%	10%	-22%	-3%	·	·	11%	·	·
> CN(C(=O)CC1C(=O)NCCN1Cc1ccoc1)C1CCOCC1 (configuration not stated)
→ -2%	7%	i	29%	-3%	-6	-8%	1%	i
> O=C(CSc1nnc(NC(=O)c2cccc(F)c2)s1)NCc1ccco1
→ 11%	-1%	-10%	2%	3%	9	-3%	-2%	i
> O=C(NCc1ccc(Cl)cc1)C1CCCN(S(=O)(=O)c2cnc[nH]2)C1 (configuration not stated)
→ 4%	-6%	-30%	10%	3%	19	4%	3%	i
> Cc1ccc(NC(=O)CN2C(=O)N/C(=C/c3cc(C)n(-c4ccc(C(=O)O)cc4)c3C)C2=O)cc1
→ -7%	33%	-14%	4%	1%	16	14%	-5%	i
> CC(C)CCn1c(SCC(=O)Nc2ccccc2C(F)(F)F)nc2nccnc2c1=O
→ 13%	-14%	i	4%	0%	0	4%	9%	i
> CCCCn1nnnc1C1(C)CCC(=O)N1Cc1cccnc1 (configuration not stated)
→ 5%	-13%	-12%	10%	-8%	28	0%	2%	i
> Cc1ccc(-c2nn3c(C)nnc3s2)cc1NC(=O)c1ccco1
→ -5%	-6%	-9%	12%	-3%	?	18%	6%	i
> CCOc1ccc(OCCOc2cccc(C(F)(F)F)c2)cc1
→ -10%	24%	-17%	1%	-3%	-4	-4%	5%	i
> CCCCOC(=O)C(C)c1c(C)[nH]c(=S)[nH]c1=O (configuration not stated)
→ 4%	-15%	-22%[57.5 µM]	10%	1%	-2	9%	-11%	i
> O=C(O)CC1SC(N/N=C/c2ccc(Br)cc2)NC1=O (configuration not stated)
→ -12%	8%	i	7%	-8%	1	4%	-3%	i
> Cc1nc2ccccc2cc1C(=O)Nc1ccccc1Cl
→ 26%	-4%	-2%	0%	-2%	-6	19%[9.22 µM]	1%	i
> Cc1ccccc1NS(=O)(=O)c1ccc(C(=O)N2CCCC(C(F)(F)F)C2)cc1 (configuration not stated)
→ 4%	-11%	i	-22%	-6%	-15	2%	-1%	i

Only part of the results is shown, so the mix of outcomes need not match the whole.
